Source: PubChem BioAssay (several laboratories)
NTR1 agonist: agonists of NTR1, primary screen, imaging, U2OS cells, beta-arrestin-GFP, high content (AID 493036). Neurotensin receptor type 1 (Homo sapiens), P30989. NTR1-U2OS beta-arrestin-GFP spot imaging, agonist mode. activation, % at 20 µM. 0.17% of 330,000 active;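 active means activation at or above 40% of the spot to cytoplasm intensity ratio, with at least 20 cells analyzed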;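 further: 0% = DMSO without peptide and 100% = 100 nM NTR1 peptide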
Target sequence (P30989 whole entry, looked up): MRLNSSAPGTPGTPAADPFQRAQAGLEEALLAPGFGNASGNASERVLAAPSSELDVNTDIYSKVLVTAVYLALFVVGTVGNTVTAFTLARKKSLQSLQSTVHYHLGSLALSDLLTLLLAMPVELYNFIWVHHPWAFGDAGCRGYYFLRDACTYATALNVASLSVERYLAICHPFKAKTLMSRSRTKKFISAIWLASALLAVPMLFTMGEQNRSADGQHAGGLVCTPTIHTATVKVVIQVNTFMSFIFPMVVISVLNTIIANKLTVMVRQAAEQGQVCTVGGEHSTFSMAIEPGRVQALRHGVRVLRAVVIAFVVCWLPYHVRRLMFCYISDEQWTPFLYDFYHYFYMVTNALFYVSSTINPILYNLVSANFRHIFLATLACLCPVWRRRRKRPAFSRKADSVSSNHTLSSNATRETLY
T cell HTS: modulators of CD8 T cell-vesicle binding, primary screen, mouse 2C CD8+ T cells, flow cytometry | AID 2052, 2009 | 0.068% of 330,000 active | calls only at 7 µM | 2C CD8+ T cell-vesicle binding; hits give low values;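 active means response, share of CD8 T cells binding vesicles, and their 90th percentile fluorescence all below set limits, cut at about 80% in these data, passing the limit was not always enough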
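Test system: purified 2C TCR transgenic mouse naive CD8+ T cells. Probe or stimulus: QL9-peptide-loaded Drosophila micro-vesicles bearing Ld, ICAM-1 and B7-1. Incubation: binding step 1.5 h, 37 °C, antibody labelling 20 min, ice. Measured by: flow cytometry of vesicle-bound cells.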
Myeloid diff 2: induction of myeloid progenitor differentiation, primary screen, cell-based, flow cytometry, MLPCN library. AID 624256, 2012. 1% of 360,000 active. calls only at 10 µM. ER-HoxA9 myeloid progenitors, lysozyme-GFP differentiation;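 active means normalized GFP-positive differentiation at or above the plate's own cutoff, the solvent-only control mean plus 3 SD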;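 further: cells exposed to compound for four days before flow analysis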
T cell HTS vesicle-bound %: recorded beside T cell HTS, whose call it bears; double positive events, %; measured here: CD8+ vesicle-bound cell fraction;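 binding gate set so that unloaded-vesicle control wells show 10% double positive cells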
NTR1 agonist cell count 20 µM: recorded beside NTR1 agonist, whose call it bears; cell count; measured here: cell count, cytotoxicity flag
Myeloid diff 2 GFP+ MAC1+ %: also measured in Myeloid diff 2; calls as there; GFP+ MAC1+ double positive, %; measured here: differentiation confirmed by MAC1 staining
Numbers without * were called inactive; i = inactive; + = active, no number. A portion of the library; rates above refer to the full screens.

SMILES	NTR1 agonist	NTR1 agonist cell count 20 µM	T cell HTS	T cell HTS vesicle-bound %	Myeloid diff 2	Myeloid diff 2 GFP+ MAC1+ %
Cc1cc(C)c(NC(=O)CSc2nc(=O)n3cc(C)ccc3n2)c(C)c1	0.3	62	i	19.1	i	0.8
Cc1cc(N2CCN(C)CC2)ccc1NC(=O)c1ccc(-c2ccc(Cl)cc2)o1	3.0	65	i	47.9	+	1.2*
COc1ccc(S(=O)(=O)Nc2cc3c4c(c2)C(C)C(=O)N4CCC3)cc1OC (stereo not drawn)	0.8	52	i	37.0	i	0.4
Cc1ccc(CN2Cc3cccc4c3[C@@H](CC2=O)[C@H](O)[C@H](O)C4)cc1	0.8	66	i	32.2	i	0.9
COc1ccccc1NS(=O)(=O)c1ccc(C(=O)N2CCN(c3ccccc3O)CC2)cc1	6.3	36	i	48.6	i	0.5
COc1cc(/C=C/C(=O)OCC(=O)N2CCCc3ccccc32)ccc1OC(F)F	4.5	52	i	29.9	i	1.3
C[C@@H]1CN([C@@H](C)CO)C(=O)Cc2cc(NS(=O)(=O)c3ccccc3)ccc2O[C@H]1CN(C)S(C)(=O)=O	1.7	54	i	6.2	i	0.6
COc1ccccc1C(=O)COC(=O)c1nc2nc(C)cc(C)n2n1	-1.7	55	i	17.5	i	1.1
CCOC(=O)[C@H]1[C@H]2COc3ccc(Cl)cc3[C@H]2N2C(=O)CNC(=O)[C@@]12C	-0.9	70	i	9.6	i	1.8
C[C@H]1COC(=O)[C@H](CC(=O)OC(C)(C)C)C/C=C\C[C@H](CC(=O)N(CCO)Cc2ccccc2)C(=O)N1	1.7	71	i	20.3	i	1.4
Cn1ccnc1SCC(=O)c1c(N)n(C)c(=O)n(C)c1=O	1.1	70	i	53.6	i	1.1
COC(=O)c1ccc(CN=C(NS(=O)(=O)c2ccccc2)c2ccccc2)cc1	2.2	51	i	20.5	i	1.5

Pulled by compound from above:
SMILES	NTR1 agonist	NTR1 agonist cell count 20 µM	T cell HTS	T cell HTS vesicle-bound %	Myeloid diff 2	Myeloid diff 2 GFP+ MAC1+ %
Cc1ccc(CN2Cc3cccc4c3[C@@H](CC2=O)[C@H](O)[C@H](O)C4)cc1	0.8	66	i	32.2	i	0.9
Cc1cc(C)c(NC(=O)CSc2nc(=O)n3cc(C)ccc3n2)c(C)c1	0.3	62	i	19.1	i	0.8
COc1cc(/C=C/C(=O)OCC(=O)N2CCCc3ccccc32)ccc1OC(F)F	4.5	52	i	29.9	i	1.3
COC(=O)c1ccc(CN=C(NS(=O)(=O)c2ccccc2)c2ccccc2)cc1	2.2	51	i	20.5	i	1.5
COc1ccc(S(=O)(=O)Nc2cc3c4c(c2)C(C)C(=O)N4CCC3)cc1OC (stereo not drawn)	0.8	52	i	37.0	i	0.4

Next part:
SMILES	NTR1 agonist	NTR1 agonist cell count 20 µM	T cell HTS	T cell HTS vesicle-bound %	Myeloid diff 2	Myeloid diff 2 GFP+ MAC1+ %
COc1ccc(NC(C)=O)cc1S(=O)(=O)N(C)Cc1c(C)nn(-c2ccccc2)c1C	2.5	51	i	2.5	i	0.9
CC(C)c1cccc(-c2ccc3c(c2)S(=O)(=O)c2cccc(C(=O)NCc4ccccc4)c2C3=O)c1	10.4	47	i	12.2	i	1.4
CC(C)[C@H](NS(=O)(=O)c1ccccc1F)C(=O)OCC(=O)Nc1cccc(S(N)(=O)=O)c1	-0.9	79	i	14.0	i	1.1
CCn1nnc2cc(C(=O)N(CCOC)CC(=O)Nc3cccc(C)c3C)ccc21	0.3	59	i	20.1	i	0.6
Cc1ccc(C)c(NC(=O)CN(C)C(=O)c2ccc(S(=O)(=O)N(C)c3ccccc3)cc2)c1	0.5	76	i	21.5	i	0.6
CC(=O)c1ccc(OCC(=O)N2CCCC2c2ccc3c(c2)OCCCO3)cc1 (stereo not drawn)	-0.4	55	i	36.9	i	0.4
COc1cccc(CNC(=O)C(=O)N2CCC3(CC2)OCCN3S(=O)(=O)c2ccc(C)cc2)c1	-0.8	51	i	35.1	i	0.6
CC(=O)c1ccc(NC(=O)CN2C(=O)NC(C)(C3CCCCC3)C2=O)cc1 (stereo not drawn)	5.0	57	i	42.6	i	0.5
O=C(COC(=O)c1ccco1)Nc1cc(S(=O)(=O)N2CCOCC2)ccc1Cl	1.3	55	i	47.9	i	1.0
CCC(C)Sc1ccc([C@@H]2[C@@H]3C(=O)N(CC)C(=O)[C@@H]3[C@]3(C(=O)OC)CCCCN23)cc1OC (stereo partly drawn)	1.1	63	i	18.4	i	1.5
CC(C)[C@H](NC(=O)c1ccccc1Br)C(=O)OCc1nc2ccsc2c(=O)[nH]1	-0.6	43	i	13.5	i	0.7
CCCCN(C(=O)COC(=O)c1ccc(C=O)cc1)c1c(N)n(CCC)c(=O)[nH]c1=O	-3.3	52	i	39.6	i	0.6
Cc1cccc(N(Cc2ccccc2)C(=O)Cc2ccc(S(=O)(=O)N3CCOCC3)s2)c1	2.1	69	i	36.8	i	0.9
O=C(NCC(=O)N1CC=C(c2ccccc2)CC1)c1ccc(F)cc1	-1.4	66	i	16.6	i	1.0
O=C(COC(=O)c1cc(=O)[nH]c2ccccc12)NC1CCCCC1	1.9	64	i	4.4	i	1.8
Cc1ccc(C)c(S(=O)(=O)NCC(c2ccc3c(c2)OCO3)N2CCOCC2)c1 (stereo not drawn)	1.5	57	i	34.5	i	1.3
COc1ccccc1N(CC(=O)NC1CCCCC1C)S(=O)(=O)c1cccs1 (stereo not drawn)	4.6	72	i	50.7	i	0.5
CC1CC1C(=O)OCC(=O)NCc1ccccc1 (stereo not drawn)	0.3	58	i	38.3	i	0.2
CN(c1ccccc1)S(=O)(=O)c1cccc(NC(=O)CSc2nccc(=O)[nH]2)c1	-1.9	48	i	51.2	i	1.7
COc1ccc(Cl)cc1NC(=O)CN(C)C(=O)c1cc(-c2ccncc2)nc2ccccc12	1.3	63	i	46.6	i	0.3
Cc1cc(C)n2nc(SCC(=O)N3CCCCC3C)nc2n1 (stereo not drawn)	0.3	60	i	36.6	i	0.9
Cc1ccc(C2(C)NC(=O)N(CC(=O)Nc3ccccc3C(=O)N3CCCCC3)C2=O)cc1 (stereo not drawn)	-1.1	94	i	31.3	i	1.3
CC(Sc1nnnn1C)C(=O)NC1CCCC1 (stereo not drawn)	-1.1	68	i	47.0	i	0.7
O=C(CNc1cccc(S(=O)(=O)N2CCCC2)c1)Nc1cccc(C(F)(F)F)c1	0.0	50	i	54.9	i	1.1
COc1ccc(NS(=O)(=O)c2cc(C(=O)N3CCCCCC3)ccc2C)cc1	2.0	57	i	23.1	i	0.7
COc1c(F)cccc1C1=CC(=O)C[C@H](c2ccc3c(c2)OCO3)C1	1.9	64	i	31.0	i	1.5
CN(c1ccccc1)S(=O)(=O)c1cccc(NC(=O)COc2ccccc2)c1	0.4	67	i	27.0	i	0.5
NS(=O)(=O)c1ccc(NC(=O)COC(=O)CSCc2ccc(F)cc2)cc1	0.8	84	i	31.5	i	0.5
CC1CC1C(=O)OCC(=O)Nc1ccc(Cl)cn1 (stereo not drawn)	1.1	37	i	40.9	i	1.4
O=C(Nc1ccc(NS(=O)(=O)c2ccccc2)cc1)c1ccccc1Cl	-0.7	71	i	46.4	i	1.5
O=C(COC(=O)Cn1ccc(=O)[nH]c1=O)Nc1ccc(F)cc1	2.6	56	i	51.7	i	0.4
CN(CC(=O)Nc1cccc(F)c1)C(=O)CNS(=O)(=O)c1ccc(N(C)C)c([N+](=O)[O-])c1	-0.2	108	i	30.1	i	0.3
O=C(COC(=O)Cn1nnc(-c2ccccc2)n1)Nc1ccccc1Br	0.8	53	i	16.3	i	0.5
COc1ccc(-c2c(C#Cc3ccsc3)c3cc(-c4ccc5c(c4)OCO5)ccc3n2C)cc1	-0.6	54	i	42.2	i	1.7
Cc1ccnc(NC(=O)CN2C(=O)c3ccccc3S2(=O)=O)c1	-1.1	52	i	56.6	i	0.4
CC(C(=O)N1CCc2ccccc21)N(C)CC(=O)Nc1ccc(F)cc1 (stereo not drawn)	1.1	60	i	26.7	i	1.1

Single records, from the list above.
COc1c(F)cccc1C1=CC(=O)C[C@H](c2ccc3c(c2)OCO3)C1 is entered as NTR1 agonist = 1.9; NTR1 agonist cell count 20 µM = 64; T cell HTS = i; T cell HTS vesicle-bound % = 31.0; Myeloid diff 2 = i; Myeloid diff 2 GFP+ MAC1+ % = 1.5
NS(=O)(=O)c1ccc(NC(=O)COC(=O)CSCc2ccc(F)cc2)cc1 is entered as NTR1 agonist = 0.8; NTR1 agonist cell count 20 µM = 84; T cell HTS = i; T cell HTS vesicle-bound % = 31.5; Myeloid diff 2 = i; Myeloid diff 2 GFP+ MAC1+ % = 0.5

Further structures
SMILES	NTR1 agonist	NTR1 agonist cell count 20 µM	T cell HTS	T cell HTS vesicle-bound %	Myeloid diff 2	Myeloid diff 2 GFP+ MAC1+ %
C/C(=N\NC(=O)c1cccc(S(=O)(=O)N2CCCC2)c1)c1ccc(C)cc1	1.6	76	i	29.4	i	0.8
COc1cn(-c2ccccc2)nc1C(=O)OCC(=O)Nc1ccc(C)c(C)c1	-0.6	67	i	21.6	i	0.1
CC(NC(=O)C1CSC2(C)CCC(=O)N12)c1ccccc1Cl (stereo not drawn)	3.4	74	i	55.6	i	1.6
Cc1ccc(C)c(S(=O)(=O)N2CCN(C(=O)Cc3ccccc3)CC2)c1	-0.4	65	i	53.3	i	0.4
COc1ccc2nc(SCC(=O)Nc3ccc4[nH]c(=O)[nH]c4c3)[nH]c2c1	-1.7	57	i	38.2	i	0.4
COc1ccc(C2(C)NC(=O)N(CC(=O)NC3CCCC3)C2=O)cc1OC (stereo not drawn)	4.8	66	i	36.5	i	0.4
CSCCC(NS(=O)(=O)c1ccc(C)cc1)C(=O)Nc1ccc(C)cn1 (stereo not drawn)	1.4	53	i	20.8	i	1.0
COc1ccc(CCC(=O)Nc2nnc(C)s2)cc1	1.6	42	i	36.5	i	0.7
Cc1cccc(S(=O)(=O)Nc2ccc(S(=O)(=O)Nc3nccs3)cc2)c1	-0.7	54	i	42.8	i	0.2
Clc1ccc(-n2nnnc2Sc2ncnc3sccc23)cc1	5.2	53	i	55.4	i	0.6
N#C/C(C(N)=O)=C1/CCCN1Cc1ccccc1	1.1	39	i	30.2	i	0.6
COc1ccc(S(=O)(=O)N2CCCC2CNC(=O)C(=O)NCc2ccc(C)cc2)cc1 (stereo not drawn)	5.7	62	i	21.7	i	0.6
Cc1ccc(C)c(S(=O)(=O)N2CCCCC2CCNC(=O)C(=O)NCc2ccccc2)c1 (stereo not drawn)	0.6	44	i	41.0	i	1.3
Cc1cccc(NC(=O)C(C)Oc2ccc(C)nc2[N+](=O)[O-])c1 (stereo not drawn)	-0.8	54	i	40.4	i	0.2
Cc1ccc(S(=O)(=O)N2CCOCC2)cc1C(=O)OC(C)C(=O)NC1CCCC1 (stereo not drawn)	-1.1	63	i	47.3	i	1.0
Cc1c(NS(=O)(=O)c2cc(C(=O)NCc3ccco3)cc(Cl)c2Cl)c(=O)n(-c2ccccc2)n1C	-1.0	61	i	27.6	i	1.5
C#CCOCCOCCOCCNc1nc(N2CCN(C(=O)[C@H](CCC(=O)O)n3cc(CN)nn3)CC2)nc(N2CCN(C(=O)[C@H](CCCCN)n3cc([C@@H](N)CC(N)=O)nn3)CC2)n1	-1.0	47	i	16.3	i	0.5
CSCCC(NC(=O)c1ccco1)C(=O)N1CCCC(C(F)(F)F)C1 (stereo not drawn)	-0.2	58	i	36.5	i	0.6
COc1cccc(NC(=O)COC(=O)C2CCCCC2)c1	1.1	57	i	51.2	i	1.4
Cc1noc(C)c1-c1csc(N2CCC(C(N)=O)CC2)n1	1.3	57	i	10.0	i	1.8
Cc1cc(C)cc(C(=O)NCC(=O)N(C)CCOc2ccccc2)c1	3.2	47	i	33.0	i	0.2
CCOC(=O)[C@H]1[C@H]2COc3ccc(C)cc3[C@@H]2N2C(=O)c3ccc(Cl)cc3NC(=O)[C@@]12C	-1.7	63	i	29.1	i	0.3
Cc1cc(C)c(-c2csc(NC(=O)C3=COCCO3)n2)cc1C	3.0	70	i	56.1	i	1.1
CCC(C)[C@H]1CNCCN1CC1(c2ccccc2)CC1 (stereo partly drawn)	-2.2	103	i	25.6	i	0.8
C=C(C)C(O)COc1c2occc2c(OC)c2ccc(=O)oc12 (stereo not drawn)	-1.2	61	i	9.6	i	5.4
CCSc1nnc(NC(=O)CN2C(=O)NC3(CCCC3)C2=O)s1	1.3	58	i	32.3	i	0.8
COc1ccc(NC(=O)Nc2ccc3[nH]ccc3c2)cc1	-0.7	51	i	24.0	i	0.4
CCOC(=O)C1CCCN(C(=O)c2ccc(-c3ccc([N+](=O)[O-])cc3)o2)C1 (stereo not drawn)	30.5	63	i	35.4	i	0.7
CCOc1ccc(/C=N/NC(=O)c2ccc(O)cc2)cc1CN1CC2CC(C1)c1cccc(=O)n1C2 (stereo not drawn)	0.9	62	i	13.3	i	1.8
O=C(NNC(=O)c1ccc(Cl)c(S(=O)(=O)Nc2ccc(Cl)cc2)c1)c1ccc(=O)[nH]c1	-1.6	63	i	57.6	i	0.9
O=C(COC(=O)COc1cccc(C(F)(F)F)c1)NC1CCCC1	-1.9	60	i	49.6	i	2.2
